T cell HTS = T cell immune modulation candidate. 2C CD8+ T cell-vesicle binding, flow cytometry; active compounds read low. calls only at 7 µM. actives 0.068% (n = 330,000);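 active = response, share of CD8 T cells binding vesicles, and their 90th percentile fluorescence all below set limits, cut at about 80% in these data, passing the limit was not always enough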
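Test system: purified 2C TCR transgenic mouse naive CD8+ T cells. Probe or stimulus: QL9-peptide-loaded Drosophila micro-vesicles bearing Ld, ICAM-1 and B7-1. Incubation: binding step 1.5 h, 37 °C, antibody labelling 20 min, ice. Measured by: flow cytometry of vesicle-bound cells.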
MgcRacGAP inhibition = MgcRacGAP GTPase-activating activity inhibitors, confirmation, biochemical, ADP Hunter fluorescence; actives 0.6% (n = 340,000); AID 624330; MgcRacGAP-stimulated Rac1 GTP hydrolysis, ADP Hunter fluorescence; higher % means a stronger effect; GST-tagged Rac1 F28L mutant substrate; inhibition, % at 30 µM, or IC50 in µM where a hit was titrated;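 active = first-screen hits whose inhibition reached a set limit at any dose in the follow-up dose series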;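 also: fluorescence reports GDP produced by GAP-driven GTP hydrolysis; strong numbers were not always called active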
LYP phosphatase = PTPN22 lymphoid phosphatase activity blockers – biochemical, fluorescence intensity, uHTS (AID 1779). recombinant LYP phosphatase, fluorescence intensity; higher % means a stronger effect. inhibition, % at 11.5 µM, or IC50 in µM where a hit was titrated. actives 0.054% (n = 290,000); in the data active = inhibition above about 50%;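 also: plate controls were vehicle with enzyme for no effect and no enzyme for full effect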
NTR1 ag = agonists of NTR1, primary screen, imaging, U2OS cells, beta-arrestin-GFP, high content (AID 493036). P30989. NTR1-U2OS beta-arrestin-GFP spot imaging, agonist mode. activation, % at 20 µM. actives 0.17% (n = 330,000);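 active = activation at or above 40% of the spot to cytoplasm intensity ratio, with at least 20 cells analyzed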;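 also: 0% = DMSO without peptide and 100% = 100 nM NTR1 peptide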
Target sequence (P30989 whole entry, looked up): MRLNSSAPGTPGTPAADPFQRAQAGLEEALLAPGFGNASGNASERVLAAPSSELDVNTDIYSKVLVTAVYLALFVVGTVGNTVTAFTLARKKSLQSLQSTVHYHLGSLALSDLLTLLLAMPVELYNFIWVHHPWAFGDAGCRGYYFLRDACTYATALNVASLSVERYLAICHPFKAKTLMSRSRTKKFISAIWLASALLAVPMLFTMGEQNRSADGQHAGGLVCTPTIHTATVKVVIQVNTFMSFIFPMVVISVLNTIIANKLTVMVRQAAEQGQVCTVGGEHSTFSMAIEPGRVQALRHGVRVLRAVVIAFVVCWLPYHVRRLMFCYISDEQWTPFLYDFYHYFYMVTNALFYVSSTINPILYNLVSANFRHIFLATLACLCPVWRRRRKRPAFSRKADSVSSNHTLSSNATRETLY
GPR55 activation = selective activators of receptor GPR55 – imaging, U2OS cells, beta-arrestin-GFP redistribution, primary screen (AID 1961) | one-dose activation, % at 10 µM; EC50 in µM for titrated hits | U2OS GPR55 beta-arrestin-GFP redistribution imaging; higher % means a stronger effect | actives 0.048% (n = 290,000);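 active = activation above 40% with more than 50 cells counted in the well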;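 also: U2OS osteosarcoma cells stably expressing GPR55 and beta-arrestin-GFP; plate controls were DMSO negative control for no effect and LPI positive control for full effect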
Large T inhibition = SV40 large T antigen inhibitors, biochemical (AID 1903); SV40 large T antigen ATPase/helicase inhibition assay; higher % means a stronger effect; one-dose inhibition, % at 20 µM; IC50 in µM for titrated hits; actives 0.39% (n = 310,000); in the data active = a potency from the dose series; also: strong numbers were not always called active
Lipid droplet = hepatic lipid droplet formation modulation; AML12 mouse hepatocytes, oleate lipid droplets, BODIPY imaging; inhibition, % at 6.5 µM; actives 0.4% (n = 240,000); AID 1656;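 active = lipid droplet intensity inhibited by at least 50%, with more than 500 cells counted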
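Material: mouse AML12 hepatocyte cell line, fixed after treatment; Timing: compound with oleate, overnight; Technique: high-content imaging of BODIPY-stained droplets and DAPI nuclei; Probe or stimulus: oleate, 100 µM final; Dosing: compound at 6.5 µM only.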
GPR55 LPI antagonism = inhibition of LPI-stimulated GPR55 beta-arrestin translocation – imaging, U2OS, beta-arrestin-GFP, LPI agonist, primary screen (AID 2013) | U2OS GPR55 beta-arrestin-GFP translocation imaging, LPI antagonism; higher % means a stronger effect | inhibition, % at 10 µM; hits with a dose series show IC50 in µM | actives 0.13% (n = 290,000);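 active = spots per cell inhibited over 60%, with over 100 cells counted and total cytoplasm intensity under 500,000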;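 also: U2OS cells stably carrying GPR55 and arrestin-GFP stimulated by 5 µM LPI near EC80; imaged beta-arrestin-GFP aggregate spots per cell after agonist stimulation; plate controls were LPI-stimulated DMSO wells for no effect and DMSO wells without LPI for full effect; some results filed as inactive read as strong as hits; confirmed hits need IC50 under 10 µM and bright autofluorescent wells are also inconclusive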
GPR35 antagonists = inhibition of zaprinast-stimulated GPR35 beta-arrestin translocation – imaging, U2OS, beta-arrestin-GFP, zaprinast agonist, primary screen (AID 2058); U2OS GPR35 beta-arrestin-GFP translocation imaging, zaprinast antagonism; higher % means a stronger effect; inhibition, % at 10 µM; hits with a dose series show IC50 in µM; actives 0.052% (n = 290,000);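 active = inhibition of at least 50% with at least 30 cells and total cytoplasm GFP at most 10,000,000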
Lipid droplet cells 6.5 µM = further read-out of Lipid droplet, marked with its call; cell count; measured here: cell count, cytotoxicity flag;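 cells counted across two imaged fields per well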
T cell HTS vesicle-bound % = second read-out of T cell HTS, no call of its own (marks repeat the call); double positive events, %; measured here: CD8+ vesicle-bound cell fraction;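 binding gate set so that unloaded-vesicle control wells show 10% double positive cells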
NTR1 ag cell count 20 µM = also measured in NTR1 ag; calls as there; cell count; measured here: cell count, cytotoxicity flag
The depositor's hits bear a star.

`COc1ccc(CN(C)C(=O)c2ccc(NS(=O)(=O)c3ccc(F)cc3)cc2)c(OC)c1` gave T cell HTS inactive, MgcRacGAP inhibition 0.0%, LYP phosphatase -5.6%, NTR1 ag 2.6, GPR55 activation 0.0%, Large T inhibition -7.6%, Lipid droplet -3.1, GPR55 LPI antagonism 1.7%, GPR35 antagonists 0.8%, Lipid droplet cells 6.5 µM 813, T cell HTS vesicle-bound % 12.1 and NTR1 ag cell count 20 µM 63.
`O=C1NC(=O)C(=C2CCCCCC2)S1` gave T cell HTS inactive, MgcRacGAP inhibition 8.7%, LYP phosphatase -8.5%, NTR1 ag -0.1, GPR55 activation 0.8%, Large T inhibition -17.3%, Lipid droplet 27.7, GPR55 LPI antagonism -9.0%, GPR35 antagonists -11.9%, Lipid droplet cells 6.5 µM 642, T cell HTS vesicle-bound % 47.6 and NTR1 ag cell count 20 µM 46.
O=C(CSc1ncccc1C(=O)O)NC1CCCCCCC1 was read as T cell HTS inactive, MgcRacGAP inhibition 4.2%, LYP phosphatase -8.3%, NTR1 ag -0.1, GPR55 activation -0.1%, Large T inhibition 4.9%, Lipid droplet -20.0, GPR55 LPI antagonism -0.5%, GPR35 antagonists 3.8%, Lipid droplet cells 6.5 µM 696, T cell HTS vesicle-bound % 56.2 and NTR1 ag cell count 20 µM 48.
Screening COc1cccc(N2C(=O)C3CCCN3C2c2ccc(F)cc2)c1 (stereo not given) returned T cell HTS inactive, MgcRacGAP inhibition 1.2%, LYP phosphatase -2.9%, NTR1 ag 1.2, GPR55 activation 0.0%, Large T inhibition -0.6%, GPR55 LPI antagonism -11.4%, GPR35 antagonists -14.6%, T cell HTS vesicle-bound % 21.5 and NTR1 ag cell count 20 µM 86.
`CCn1c(CC(=O)Nc2ccccc2)nnc1SCC(=O)Nc1nnc(C)s1` gave T cell HTS inactive, MgcRacGAP inhibition 11.4%, LYP phosphatase -5.0%, NTR1 ag -2.2, GPR55 activation -0.2%, Large T inhibition 5.3%, Lipid droplet 1.3, GPR55 LPI antagonism -6.5%, GPR35 antagonists -14.6%, Lipid droplet cells 6.5 µM 707, T cell HTS vesicle-bound % 18.4 and NTR1 ag cell count 20 µM 44.
Nc1nnc(COc2ccc(Br)cc2Br)s1 was read as MgcRacGAP inhibition 5.3%, LYP phosphatase -2.5%, NTR1 ag 0.3, GPR55 activation -1.0%, Large T inhibition -3.1%, GPR55 LPI antagonism 4.6%, GPR35 antagonists 2.3% and NTR1 ag cell count 20 µM 54.
Clc1ccc(CNCCC2=CCCCC2)cc1 was read as T cell HTS inactive, MgcRacGAP inhibition 8.9%, LYP phosphatase -4.9%, NTR1 ag -0.7, GPR55 activation 0.0%, Large T inhibition 0.5%, Lipid droplet -1.6, GPR55 LPI antagonism 18.1%, GPR35 antagonists 4.1%, Lipid droplet cells 6.5 µM 770, T cell HTS vesicle-bound % 43.9 and NTR1 ag cell count 20 µM 52.
For O=C(O)CC1(CC(=O)N2CCN(CCO)CC2)CCCC1 the results were T cell HTS inactive, MgcRacGAP inhibition 4.2%, LYP phosphatase -5.8%, NTR1 ag 0.3, GPR55 activation 0.3%, Large T inhibition 8.8%, Lipid droplet 14.2, GPR55 LPI antagonism 5.2%, GPR35 antagonists -7.2%, Lipid droplet cells 6.5 µM 652, T cell HTS vesicle-bound % 35.2 and NTR1 ag cell count 20 µM 49.
Cc1ccc(C(=O)OCC(=O)NCCc2ccccc2)cc1S(=O)(=O)N1CCOCC1 was read as T cell HTS inactive, MgcRacGAP inhibition 2.6%, NTR1 ag 0.0, Large T inhibition 3.5%, T cell HTS vesicle-bound % 38.3 and NTR1 ag cell count 20 µM 48.
`CCC(=O)N1CCN=C1SCc1ccccc1Cl` gave T cell HTS inactive, MgcRacGAP inhibition -6.1%, LYP phosphatase -4.9%, NTR1 ag 1.7, GPR55 activation 0.2%, Large T inhibition -1.9%, GPR55 LPI antagonism -18.8%, GPR35 antagonists 12.6%, T cell HTS vesicle-bound % 53.7 and NTR1 ag cell count 20 µM 64.
Cc1csc(=O)n1CC(=O)OCC(=O)NCc1ccc(F)cc1 was read as T cell HTS inactive, MgcRacGAP inhibition -0.1%, NTR1 ag 0.9, Large T inhibition 20.0%, T cell HTS vesicle-bound % 39.7 and NTR1 ag cell count 20 µM 67.
Screening NS(=O)(=O)c1ccc(CCNCC(=O)NC2CC2)cc1 returned T cell HTS inactive, MgcRacGAP inhibition 21.0%, LYP phosphatase -2.6%, NTR1 ag 0.6, GPR55 activation 0.7%, Large T inhibition 3.1%, Lipid droplet -8.6, GPR55 LPI antagonism -4.6%, GPR35 antagonists -15.4%, Lipid droplet cells 6.5 µM 687, T cell HTS vesicle-bound % 51.1 and NTR1 ag cell count 20 µM 47.
COc1ccc(C)cc1C(=O)CCC(=O)NC1CCCCC1 was read as T cell HTS inactive, MgcRacGAP inhibition 2.4%, LYP phosphatase 2.2%, NTR1 ag -0.7, GPR55 activation -0.2%, Large T inhibition -0.8%, Lipid droplet -16.3, GPR55 LPI antagonism 6.7%, GPR35 antagonists -15.3%, Lipid droplet cells 6.5 µM 691, T cell HTS vesicle-bound % 43.1 and NTR1 ag cell count 20 µM 46.
`CCOC(=O)c1c(C)c(C(=O)N2CCN(c3ccc(F)cc3)CC2)c(C)n1C` gave T cell HTS inactive, MgcRacGAP inhibition 2.2%, LYP phosphatase -3.8%, NTR1 ag -0.4, GPR55 activation 0.9%, Large T inhibition -6.6%, Lipid droplet 5.1, GPR55 LPI antagonism 1.1%, GPR35 antagonists -3.5%, Lipid droplet cells 6.5 µM 724, T cell HTS vesicle-bound % 34.2 and NTR1 ag cell count 20 µM 100.
Screening NNC(=O)c1nc(Cl)c(Cl)c(N)c1Cl returned T cell HTS inactive, MgcRacGAP inhibition 8.6%, LYP phosphatase -7.5%, NTR1 ag -0.4, GPR55 activation 2.2%, Large T inhibition 4.2%, Lipid droplet 5.8, GPR55 LPI antagonism -2.1%, GPR35 antagonists 12.3%, Lipid droplet cells 6.5 µM 659, T cell HTS vesicle-bound % 22.4 and NTR1 ag cell count 20 µM 44.
Cc1nc(CNS(=O)(=O)c2ccc3c(c2)CCCC3)cs1 was read as T cell HTS inactive, MgcRacGAP inhibition 2.2%, LYP phosphatase 4.9%, NTR1 ag -1.2, GPR55 activation -0.1%, Large T inhibition 3.9%, Lipid droplet -4.6, GPR55 LPI antagonism -2.9%, GPR35 antagonists -4.6%, Lipid droplet cells 6.5 µM 669, T cell HTS vesicle-bound % 41.6 and NTR1 ag cell count 20 µM 91.
Screening COC(=O)c1ccc(C(=O)Nc2ccc3nc(-c4cccnc4)[nH]c3c2)cc1 returned T cell HTS inactive, MgcRacGAP inhibition -2.4%, LYP phosphatase 0.4%, NTR1 ag -1.0, GPR55 activation -0.2%, Large T inhibition -2.2%, Lipid droplet 1.7, GPR55 LPI antagonism -3.8%, GPR35 antagonists -12.5%, Lipid droplet cells 6.5 µM 649, T cell HTS vesicle-bound % 25.9 and NTR1 ag cell count 20 µM 91.
Cc1cccc(-c2nc(CSCC(=O)NCc3cccs3)c(C)o2)c1 was read as T cell HTS inactive, MgcRacGAP inhibition 1.9%, LYP phosphatase -5.6%, NTR1 ag -1.2, GPR55 activation -0.1%, Large T inhibition 1.9%, Lipid droplet -10.6, GPR55 LPI antagonism 3.4%, GPR35 antagonists -12.3%, Lipid droplet cells 6.5 µM 714, T cell HTS vesicle-bound % 37.0 and NTR1 ag cell count 20 µM 74.
For N#Cc1ccc(/C=C/C(=O)c2ccccc2)cc1 the results were T cell HTS inactive, MgcRacGAP inhibition 6.2%, LYP phosphatase -4.7%, NTR1 ag 60.8*, GPR55 activation 0.2%, Large T inhibition 12.4%, Lipid droplet 4.2, GPR55 LPI antagonism 16.9%, GPR35 antagonists 19.6%, Lipid droplet cells 6.5 µM 709, T cell HTS vesicle-bound % 43.1 and NTR1 ag cell count 20 µM 95*.
Cc1ccc(C(=O)NNC(=O)c2ccncc2)cc1C was read as T cell HTS inactive, MgcRacGAP inhibition -3.4%, LYP phosphatase -9.2%, NTR1 ag 0.1, GPR55 activation -0.1%, Large T inhibition 11.6%, Lipid droplet -0.6, GPR55 LPI antagonism 3.2%, GPR35 antagonists 5.6%, Lipid droplet cells 6.5 µM 795, T cell HTS vesicle-bound % 57.5 and NTR1 ag cell count 20 µM 65.
Cc1cccc(NS(=O)(=O)c2cc3c4c(c2)CCC(=O)N4CCC3)c1 was read as T cell HTS inactive, MgcRacGAP inhibition 10.1%, NTR1 ag 1.2, Large T inhibition 3.3%, T cell HTS vesicle-bound % 35.7 and NTR1 ag cell count 20 µM 46.
Screening CCN(CC)CCCN1C(=O)CSC1c1ccc([N+](=O)[O-])cc1 (stereo not given) returned T cell HTS inactive, MgcRacGAP inhibition 12.3%, LYP phosphatase -0.9%, NTR1 ag -0.7, GPR55 activation -0.1%, Lipid droplet 44.1, GPR55 LPI antagonism 3.2%, GPR35 antagonists -3.1%, Lipid droplet cells 6.5 µM 643, T cell HTS vesicle-bound % 28.8 and NTR1 ag cell count 20 µM 44.
Screening COC(=O)c1[nH]c2ccccc2c1NC(=O)CNC1CCCCC1 returned T cell HTS inactive, MgcRacGAP inhibition 8.8%, LYP phosphatase 2.7%, NTR1 ag 0.6, GPR55 activation 0.1%, Large T inhibition 0.2%, Lipid droplet -11.6, GPR55 LPI antagonism -2.0%, GPR35 antagonists -9.5%, Lipid droplet cells 6.5 µM 698, T cell HTS vesicle-bound % 18.5 and NTR1 ag cell count 20 µM 94.
`Cc1cc(C)c2nc(SCC(=O)N(C)C3CCS(=O)(=O)C3)cc(C)c2c1` (stereo not given) gave T cell HTS inactive, MgcRacGAP inhibition 3.4%, LYP phosphatase -5.1%, NTR1 ag 0.5, GPR55 activation -0.3%, Large T inhibition 10.2%, Lipid droplet 2.1, GPR55 LPI antagonism 19.6%, GPR35 antagonists -16.9%, Lipid droplet cells 6.5 µM 664, T cell HTS vesicle-bound % 56.9 and NTR1 ag cell count 20 µM 80.

Hits appear at their usual frequency; 1.8% or so of the library scored in one or more.
